Bioassay records: PubChem BioAssay, several laboratories
MITF act: activators of MITF-driven TRPM1 promoter reporter, primary screen, cell-based, SK-MEL-5, luciferase, single point | SK-MEL-5 TRPM1-promoter luciferase, 24 h; % of positive control, neutral wells = 0 | activation, % at 12.5 µM | 300,000 compounds, 0.75% hits;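 active means mean activation of at least 80% with every replicate also reaching 80%; inconclusive means mean reaches 80% but some replicate falls short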;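 further: 0% = neutral control wells and 100% = parthenolide positive control wells; values of inactives mirror those of a sister screen read the other way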
Tat export inh: E. coli Tat export inhibitors, primary screen, MC4100, TorA-mCherry reporter, fluorescence, single point. inhibition, % at 10 µM. 340,000 compounds, 0.036% hits. AID 488895, 2010;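 active means mean replicate inhibition at least 50% and at least half of replicates individually reaching 50%; inconclusive means only one of the two criteria met; inactive means neither criterion met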;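 further: exported cargo escapes ClpAP degradation while cytoplasmic cargo is degraded and loses fluorescence; 0% = median of neutral control wells and 100% = median of NaSCN control wells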
phage Ecoli inh: growth loss of phage-infected E. coli, primary screen, RecBCD inhibitor project, absorbance, with phage, HTS | inhibition, % at 11.9 µM | 360,000 compounds, 0.26% hits; in the data active means inhibition above about 11%
CAL PDZ FP-1: CAL PDZ peptide-binding inhibitors, primary screen, biochemical, fluorescence polarization, Cer-tagged CAL PDZ, HTS; Golgi-associated PDZ and coiled-coil motif-containing protein (Homo sapiens), Q9HD26; purified CAL PDZ, TMR-peptide fluorescence polarization, 1 h; inhibition, % at 20 µM; 330,000 compounds, 0.02% hits; AID 504414, 2011;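 active means highest replicate inhibition of at least 40%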;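 further: plate controls were DMSO neutral control wells for no effect and unlabeled competitor peptide control wells for full effect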
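Assay system – tagged CAL PDZ protein CerCALP, purified · Timing – 1 h at RT · Compound – single point, 20 µM · Measured by – fluorescence polarization from S- and P-plane intensities, G-factor corrected · Evaluation – inhibition from polarization loss · Probe or stimulus – TMR reporter peptide T*-PRC34 · Buffer or medium – pH 7.4 phosphate-saline buffer, reducing agent, detergent, IgG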
CAL PDZ FP-2: untagged CAL PDZ binding inhibitors, primary screen, biochemical, fluorescence polarization, HTS | Golgi-associated PDZ and coiled-coil motif-containing protein (Homo sapiens), Q9HD26 | purified CAL PDZ, TMR-peptide fluorescence polarization, 1 h | inhibition, % at 24.9 µM | 300,000 compounds, 0.92% hits | AID 602252, 2012;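 active means mean inhibition of at least 30% with at least half of replicates also reaching 30%; inconclusive means no clear call, values can overlap the other calls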;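 further: 0% = DMSO neutral control and 100% = excess unlabeled competitor peptide PRC23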
AddAB inh: growth inhibition of E. coli expressing H. pylori AddAB, primary screen, AddAB inhibitor project, absorbance | inhibition, % at 11.9 µM | AID 435030, 2010 | 330,000 compounds, 0.29% hits; in the data active means inhibition above about 12%;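 further: 0% = vehicle wells of infected cells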
E coli growth: E. coli V3065 growth inhibition, primary screen, counter-screen for AddAB inhibitor project, absorbance, OD600; 330,000 compounds, 0.27% hits; 18 h; AID 449728, 2010; inhibition, % at 11.9 µM;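 active means inhibition above the campaign's mean inhibition across all tested compounds plus 3 SD, cut at about 9.9% in these data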;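 further: uninfected addAB+ strain grown without phage in ampicillin broth; 0% = DMSO wells and 100% = ciprofloxacin 0.95 µg/ml wells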
SR-BI HDL uptake: inhibitors of SR-BI mediated HDL lipid uptake, primary screen, ldlA[mSR-BI] cells, fluorescence, single point; Scavenger receptor class B member 1 (Mus musculus), Q61009; ldlA[mSR-BI] CHO cells, DiI-HDL uptake fluorescence, 3 h; inhibition, % at 12.5 µM; 320,000 compounds, 0.96% hits; AID 488896, 2010;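 active means mean replicate inhibition of at least 70% and a set share of replicates each scoring 70 or more; inconclusive means meets just one of the two criteria; inactive means fails both criteria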;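 further: 0% = median of neutral control wells and 100% = median of positive control wells; values of inactives mirror those of a sister screen read the other way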
Target sequence (Q61009 whole entry, looked up): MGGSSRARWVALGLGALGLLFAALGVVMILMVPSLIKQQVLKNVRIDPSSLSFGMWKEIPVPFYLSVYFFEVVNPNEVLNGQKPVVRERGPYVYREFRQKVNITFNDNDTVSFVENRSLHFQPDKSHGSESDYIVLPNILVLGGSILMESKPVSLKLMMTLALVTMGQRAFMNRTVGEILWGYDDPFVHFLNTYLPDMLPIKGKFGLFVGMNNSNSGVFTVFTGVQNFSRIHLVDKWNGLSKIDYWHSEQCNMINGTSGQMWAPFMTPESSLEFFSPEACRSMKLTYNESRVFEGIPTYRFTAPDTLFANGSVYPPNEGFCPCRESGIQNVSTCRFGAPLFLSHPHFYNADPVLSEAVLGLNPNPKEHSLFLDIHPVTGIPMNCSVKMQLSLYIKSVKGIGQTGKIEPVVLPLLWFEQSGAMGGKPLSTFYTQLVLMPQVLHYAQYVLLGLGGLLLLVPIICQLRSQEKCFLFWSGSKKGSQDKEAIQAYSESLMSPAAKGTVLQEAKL
Wnt bcat act: Wnt/beta-catenin pathway activators, primary screen, cell-based, plate reader, single point. Wnt/beta-catenin reporter cell assay, activator. activation, % at 9.35 µM. 300,000 compounds, 1.2% hits. AID 743398, 2014; in the data active means activation above about 30%, passing the limit was not always enough; inconclusive means no clear call, values can overlap the other calls;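 further: 0% = neutral control wells and 100% = positive control wells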
SR-BI DiI-HDL act: activators of SR-BI mediated DiI-HDL uptake, primary screen, ldlA[mSR-BI] CHO cells, DiI fluorescence; 320,000 compounds, 0.096% hits; activation, % at 12.5 µM; 3 h; 100 = double the neutral-control signal;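 active means mean replicate activation of at least 60% and every replicate at or above 60%; inconclusive means mean or all-replicate condition met, but not both; inactive means mean below 60% and not all replicates reaching 60%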;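 further: 0% = median plate neutral-control signal and 100% = twice that signal; values of inactives mirror those of a sister screen read the other way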
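system = CHO ldlA[mSR-BI] cells, LDL receptor-null, SR-BI overexpressing | medium = Ham's F12 with 0.5% BSA, HEPES 25 mM, pH 7.4 | probe or stimulus = DiI-HDL 10 µg/mL | compound dosing = single-point compound dose | incubation = compound exposure 3 h, 37 °C | technique = DiI fluorescence, bottom read | read-out = cell-associated DiI fluorescence as measure of HDL uptake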
Starred values were filed as active, the others as inactive; u = inconclusive; x = no result given.

mol	MITF act	Tat export inh	phage Ecoli inh	CAL PDZ FP-1	CAL PDZ FP-2	AddAB inh	E coli growth	SR-BI HDL uptake	Wnt bcat act	SR-BI DiI-HDL act
NC(=O)N/N=C/c1ccccc1OC(=O)c1ccccc1Br	-10	1	5.1	-1.2	-1	2.5	-1.6	-2	-1	2
Cc1ccc2nc3c(cc(C(=O)NCCc4ccccc4)c(=N)n3CCCN3CCOCC3)c(=O)n2c1	-1	0	4.6	-2.8	-2	1.5	-0.4	-15	-2	15
COc1ccc(CNC(=O)CN(C(=O)CCC(=O)Nc2nccs2)c2ccccc2C)cc1	x	-13	0.7	-1.8	-2	-0.4	-1.2	x	-1	x
COc1ccc(CNC(=O)c2coc(=O)c3ccccc23)cc1	11	-4	0.6	-2.7	-3	-0.2	1.4	-13	-1	13
CCOC(=O)C(=NC(C)CC)NNc1ccc(Br)cc1 (centres undefined)	9	1	3.5	-3.0	-1	0.8	-0.3	60	10	-60
COc1cc(C(=O)Oc2ccccc2OC(=O)c2cc(OC)c(OC)c(OC)c2)cc(OC)c1OC	-4	-5	3.3	0.1	-5	x	x	5	-7	-5
Cc1cc(C)nc(N2CCCC(C(=O)NC(C)CCc3ccco3)C2)n1 (centres undefined)	-10	-5	3.7	-2.6	x	0.2	-1.6	9	x	-9
COc1ccccc1NC(=O)Cn1nc(-c2ccc(Cl)cc2)c2ccccc2c1=O	5	-2	2.7	-2.1	-3	0.1	-3.0	19	x	-19
CCN(CC)CCn1c(SCC(=O)Nc2ccc3c(c2)CCC3)nc2ccccc2c1=O	24	5	-0.9	-1.4	x	0.9	-2.2	-14	3	14
Cc1nnc(NCCN2CCOCC2)[nH]c1=O	-4	1	3.8	0.6	-2	3.2	-1.3	-36	x	36
Cc1nc(Nc2ccc(S(=O)(=O)N3CCCC3)cc2)c2nnn(Cc3ccccc3)c2n1	-18	-11	2.9	0.0	-4	3.4	-2.4	0	-2	0
Cc1cccc(NC(=O)c2ccc(F)c(S(=O)(=O)N3CCC4(CC3)OCCO4)c2)c1	0	0	1.8	-2.2	0	5.5	0.5	24	-2	-24
CCOc1ccccc1CN1CCN(C2CCOCC2)CC1CCO (centres undefined)	-8	3	-1.1	-0.1	-3	4.3	2.1	-7	-1	7
O=C(CSc1ccc2nnc(-c3cccnc3)n2n1)NCC1CCCO1 (centres undefined)	-6	6	2.8	0.4	x	-0.4	-1.6	-15	-2	15
Nc1nc2n(n1)C(=O)CC(c1ccccc1[N+](=O)[O-])N2 (centres undefined)	-8	-1	3.8	0.5	x	-1.0	1.9	-12	-1	12
Cn1c(=O)c2c(nc(CN3CCc4ccccc4C3)n2CCCO)n(C)c1=O	-2	-8	2.3	-1.8	-2	1.0	-0.1	-25	-1	25
CN(C)c1ccc(C(C#N)c2ccc(Cl)cc2)nn1 (centres undefined)	-6	1	1.0	-0.5	-7	1.3	-1.4	1	0	-1
C(=N\N1CCOCC1)/c1nc(-c2ccccc2)n2ccccc12	5	5	2.5	27	-28	-0.3	2.4	14	6	-14
O=C(NC1CCCCCC1)c1ccc(CS(=O)Cc2ccccc2Cl)o1 (centres undefined)	5	-1	2.5	-2.4	-6	2.4	3.3	9	1	-9
c1ccc(C2CC3CC(c4ccccc4)N2O3)cc1 (centres undefined)	-2	-9	2.9	-2.2	-3	0.6	2.7	-26	-3	26

mol	MITF act	Tat export inh	phage Ecoli inh	CAL PDZ FP-1	CAL PDZ FP-2	AddAB inh	E coli growth	SR-BI HDL uptake	Wnt bcat act	SR-BI DiI-HDL act
CCC(CC)C1=NN2C(=N)/C(=C/c3ccc(OC(=O)c4ccco4)cc3)C(=O)N=C2S1	-7	4	1.7	-4.9	-3	-1.5	-0.8	-3	0	3
Cc1ccccc1NC(=O)CSc1nc2scc(C)c2c(=O)[nH]1	x	-5	2.0	-3.2	0	4.0	0.2	x	11	x
CCn1c(SCC(=O)Nc2ccc3c(c2)OCCO3)nnc1-c1cccs1	6	-4	1.0	-4.1	-8	-0.2	-0.6	-12	x	12
Cc1ccn2c(C(=O)NN=C3CCN(C)CC3)c(C)nc2c1	6	-11	3.9	0.0	-3	6.0	1.7	-5	x	5
CC(=O)Nc1ccc(S(=O)(=O)N(C)c2nc3ccccc3nc2Cl)cc1	2	11	1.7	-2.8	-2	4.5	0.2	x	-2	x
CCCCC/C(=N\NC(=O)CCC(=O)NCc1ccccc1)c1ccccc1	0	-3	-0.7	-0.9	0	-1.0	-1.5	-5	2	5
CC(=O)N1c2c(cc(Br)cc2S(=O)(=O)NCc2ccccc2)CC1C (centres undefined)	7	0	1.1	-3.2	x	0.6	-0.2	x	-2	x
CC(C)(C)NC(=O)C(Cc1ccccc1)N1C(=O)c2ccccc2C1=O (centres undefined)	2	-1	-4.4	-1.2	-1	-0.3	1.0	-8	0	8
O=C(/C=C/c1ccccc1)C1=C(O)C(=O)N(CCO)C1c1ccc2c(c1)OCO2 (centres undefined)	-5	5	3.0	-0.4	-5	0.5	-0.9	7	0	-7
COC(C[C@@H]1O[C@@H]1C(=O)COCc1ccccc1)OC	0	-3	-1.0	0.4	-1	x	x	4	6	-4
O=[N+]([O-])c1ccc(NN=Cc2cccc(O)c2)nc1	72	0	1.6	0.5	5	x	x	31	-3	-31
O=C(O)C1=C[C@@H](c2ccc(F)cc2)C[C@@H](OCCCCO)O1	-6	-20	2.2	-0.8	13	2.7	-1.4	-12	2	12
COc1ccc(-c2ccc3c(c2)S(=O)(=O)c2cccc(C(=O)NC4CCCC4)c2C3=O)cc1OC	-16	-4	1.0	0.4	-3	-0.4	-2.1	49	-2	-49
CCn1c(C)cc(/C=C2\NC(=O)N(Cc3ccccc3)C2=O)c1C	13	-6	0.8	-2.0	-4	-0.2	0.8	15	-9	-15
COc1ccc(-c2csc(N3CCSCC3)n2)cc1	75	3	2.1	x	-8	1.6	0.0	5	u	-5
COCC1CCCCN1C(=O)CCCn1nnnc1CN1CCC(C)CC1 (centres undefined)	-3	-1	-0.6	-0.9	2	1.9	2.7	16	-1	x
O=C(CCC(=O)NNc1nc2ccccc2c2nc(-c3ccccc3)nn12)NCCCN1CCOCC1	-2	-1	4.1	-2.7	-1	0.2	-1.9	2	x	-2
CC(C)=CC(=O)Nc1c(C)cc(C)cc1Cl	4	-5	-0.2	-2.2	0	3.8	-1.3	-2	-3	2
C=CCNc1ncnc2c1[nH]c1ccccc12	-14	-10	6.5	-1.0	-1	2.4	3.1	-3	2	3
COc1ccccc1N(CN1CCCC1=O)C(=O)c1c(F)cccc1F	x	-15	2.1	-1.0	1	3.6	1.4	-5	x	5

An excerpt from above in order of heavy-atom count, descending:
mol	MITF act	Tat export inh	phage Ecoli inh	CAL PDZ FP-1	CAL PDZ FP-2	AddAB inh	E coli growth	SR-BI HDL uptake	Wnt bcat act	SR-BI DiI-HDL act
COc1ccccc1NC(=O)Cn1nc(-c2ccc(Cl)cc2)c2ccccc2c1=O	5	-2	2.7	-2.1	-3	0.1	-3.0	19	x	-19
CC(=O)N1c2c(cc(Br)cc2S(=O)(=O)NCc2ccccc2)CC1C (centres undefined)	7	0	1.1	-3.2	x	0.6	-0.2	x	-2	x
Cc1ccccc1NC(=O)CSc1nc2scc(C)c2c(=O)[nH]1	x	-5	2.0	-3.2	0	4.0	0.2	x	11	x

The list goes on:
The line under a structure holds: MITF act | Tat export inh | phage Ecoli inh | CAL PDZ FP-1 | CAL PDZ FP-2 | AddAB inh | E coli growth | SR-BI HDL uptake | Wnt bcat act | SR-BI DiI-HDL act
- COc1ccccc1NC(=S)Nc1ccccn1
→ 3 | -9 | 1.2 | -1.2 | -1 | 3.5 | 0.1 | 27 | x | -27
- CC(=O)N1C(=O)N(C)C2C1N(C(C)=O)C(=O)N2C (centres undefined)
→ -16 | -1 | 2.9 | 0.1 | 0 | 3.0 | 1.3 | -5 | 0 | 5
- CC(=O)Nc1ccc(S(=O)(=O)N(CCO)Cc2ccccc2)cc1
→ x | 3 | -0.1 | -1.3 | -5 | 1.7 | 0.6 | 33 | -6 | -33
- O=C(Cn1cnc2c(nnn2Cc2ccccc2)c1=O)N1CCN(c2ccccc2)CC1
→ -7 | -4 | 2.4 | -0.7 | 0 | -3.4 | -0.3 | -5 | -4 | 5
- CC(C)(O)C#Cc1ccc(C(=O)N2CCCC(CNS(=O)(=O)c3cccs3)C2)o1 (centres undefined)
→ -6 | -4 | 1.9 | -0.1 | x | 3.7 | 1.4 | 17 | 1 | -17
- CCOC(=O)c1c(C)[nH]c(-c2csc(N)n2)c1C
→ 0 | 3 | 5.2 | -3.4 | -1 | x | x | 12 | -6 | -12
- COc1ccc(C(=O)/C=C/c2ccc(O)cc2)cc1
→ 38 | 4 | 7.8 | -0.8 | 5 | 4.4 | 2.2 | 11 | 0 | -11
- Cc1cc(C)c(S(=O)(=O)N(C)CC(=O)N2CCCCC2)c(C)c1
→ 1 | -2 | 2.1 | -1.1 | 8 | 3.5 | 2.8 | -3 | -1 | 3
- COc1ccc(CC(=O)NC2CCSc3ccccc32)c(OC)c1 (centres undefined)
→ 17 | 7 | 1.7 | -0.1 | x | -2.2 | -0.4 | 2 | 1 | -2
- Cn1c(-c2ccccc2)cc2ccccc21
→ 23 | 8 | 2.9 | -0.5 | 0 | -2.7 | -1.9 | 15 | 3 | -15
- O=C(c1ccco1)N1CCN(C(=O)c2cc(-c3ccccc3)nc3ccccc23)CC1
→ x | 3 | 2.9 | -1.0 | -1 | 3.4 | -2.3 | 1 | -4 | -1

Copied from the list.
COc1ccc(-c2csc(N3CCSCC3)n2)cc1 in E coli growth = 0.0
CC(=O)N1c2c(cc(Br)cc2S(=O)(=O)NCc2ccccc2)CC1C (centres undefined) in AddAB inh = 0.6
CCC(CC)C1=NN2C(=N)/C(=C/c3ccc(OC(=O)c4ccco4)cc3)C(=O)N=C2S1 in CAL PDZ FP-2 = -3
O=C(/C=C/c1ccccc1)C1=C(O)C(=O)N(CCO)C1c1ccc2c(c1)OCO2 (centres undefined) in phage Ecoli inh = 3.0
